# Screening data as filed in PubChem.
# MazEF act: activators of E. coli MazEF toxin-antitoxin RNase, primary screen, biochemical, fluorescence, uHTS; Endoribonuclease toxin MazF (Escherichia coli (strain K12)), P0AE70; FAM/BHQ RNA-DNA oligo cleavage fluorescence, 5 h; activation, % at 20 µM; actives 0.32% (n = 350,000); AID 504720, 2011; in the data active = activation above about 50%
# BoNT-F LC inh: BoNT/F light chain protease inhibitors, primary screen, biochemical, flow cytometry, MLPCN library; inhibition, % at 10 µM; Multiplex microsphere protease cleavage assay; actives 0.22% (n = 360,000); Botulinum neurotoxin type F light chain protease (Clostridium botulinum); in the data active = inhibition above about 35%, passing the limit was not always enough; inconclusive = no clear call, values can overlap the other calls; also: plate controls were buffer without enzyme for full effect and enzyme alone for no effect
# GDH-TPI inh: GDH-TPI coupling enzyme inhibitors, primary screen, artefact control for M. tuberculosis FBA inhibitor project, biochemical, absorbance, full deck; GDH-TPI coupled enzyme counterscreen, NADH absorbance; inhibition, % at 4.8 µM; actives 1.2% (n = 360,000);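 also: 0% = DMSO wells and 100% = wells lacking the enzyme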
# CCHFV vOTU inh: CCHFV vOTU protease inhibitors, primary screen, biochemical, Pep-AMC substrate, fluorescence. Crimean-Congo hemorrhagic fever virus L polyprotein viral ovarian tumor (vOTU) protease …. inhibition, % at 11.5 µM. actives 0.55% (n = 370,000); also: 0% = vehicle wells with enzyme and 100% = no enzyme wells
# FadD28 FP inh: inhibitors of FadD28 bisubstrate probe binding, primary screen, biochemical, fluorescence polarization, single point; inhibition, % at 12.5 µM; actives 0.22% (n = 360,000); AID 588549, 2011; in the data active = inhibition above about 8.5%, passing the limit was not always enough; inconclusive = no clear call, values can overlap the other calls
# FBA Mtb inh: Mtb FBA enzyme inhibitors, primary screen, biochemical, fluorescence, strain H37Rv; Fructose-bisphosphate aldolase (Mycobacterium tuberculosis (strain ATCC 25618 / H37Rv)), …; purified M. tuberculosis FBA, fluorescence read-out; inhibition, % at 1 µM; actives 2.3% (n = 360,000); in the data active = inhibition above about 27%;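 also: 0% = vehicle and 100% = reference inhibitor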
# BioA inh: M. tuberculosis BioA enzyme inhibitors, primary screen, biochemical, plate reader, single point, HTS. purified M. tuberculosis BioA enzyme. actives 0.096% (n = 360,000). inhibition, % at 9.99 µM. AID 602481, 2012; in the data active = inhibition above about 40%; inconclusive = no clear call, values can overlap the other calls
# Mtb UGM inh: M. tuberculosis UGM enzyme inhibitors, primary screen, biochemical, fluorescence polarization, single point; UDP-galactopyranose mutase (Mycobacterium tuberculosis (strain ATCC 25618 / H37Rv)), …; purified UGM, fluorescence polarization probe displacement; inhibition, % at 10 µM; actives 0.06% (n = 320,000); AID 504406, 2011; in the data active = inhibition above about 10%, passing the limit was not always enough; inconclusive = no clear call, values can overlap the other calls
# Target sequence (P9WIQ1 whole entry, looked up): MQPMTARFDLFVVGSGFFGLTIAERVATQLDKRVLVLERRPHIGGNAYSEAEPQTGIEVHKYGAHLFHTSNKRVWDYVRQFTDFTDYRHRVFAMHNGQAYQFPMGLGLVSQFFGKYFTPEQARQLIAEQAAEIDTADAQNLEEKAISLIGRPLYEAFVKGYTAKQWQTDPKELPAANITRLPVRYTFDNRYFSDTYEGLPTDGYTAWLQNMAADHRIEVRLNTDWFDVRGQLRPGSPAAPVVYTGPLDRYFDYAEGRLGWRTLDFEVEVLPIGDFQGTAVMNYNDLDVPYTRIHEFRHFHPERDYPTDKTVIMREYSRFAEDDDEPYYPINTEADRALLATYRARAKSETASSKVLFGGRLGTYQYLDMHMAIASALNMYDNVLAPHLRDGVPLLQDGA
# VHR inh abs: VHR1 phosphatase inhibitors, primary screen, biochemical, absorbance, uHTS; recombinant VHR phosphatase, pNPP absorbance; AID 1654, 2009; actives 0.52% (n = 290,000); inhibition, % at 13.3 µM; Dual specificity protein phosphatase 3 (Homo sapiens), P51452; in the data active = inhibition above about 50%; also: some compounds called inactive have numbers as strong as hits
# Target sequence (P51452 whole entry, looked up): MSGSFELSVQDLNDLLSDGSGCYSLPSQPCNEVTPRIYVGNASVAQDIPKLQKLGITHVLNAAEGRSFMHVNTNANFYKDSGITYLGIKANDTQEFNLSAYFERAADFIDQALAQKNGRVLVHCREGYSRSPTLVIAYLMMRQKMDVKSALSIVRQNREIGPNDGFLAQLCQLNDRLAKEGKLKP
# Rv3671c protease: Rv3671c serine protease inhibitors, primary screen, biochemical, fluorescence polarization, M. tuberculosis H37Rv | P9WHR9 | inhibition, % at 5.96 µM | actives 0.048% (n = 320,000) | AID 2606, 2010; in the data active = inhibition above about 38%;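 also: extracellular domain of Rv3671c used as enzyme; 0% = enzyme with DMSO and 100% = no enzyme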
# Target sequence (P9WHR9 whole entry, looked up, the tested form may be a part): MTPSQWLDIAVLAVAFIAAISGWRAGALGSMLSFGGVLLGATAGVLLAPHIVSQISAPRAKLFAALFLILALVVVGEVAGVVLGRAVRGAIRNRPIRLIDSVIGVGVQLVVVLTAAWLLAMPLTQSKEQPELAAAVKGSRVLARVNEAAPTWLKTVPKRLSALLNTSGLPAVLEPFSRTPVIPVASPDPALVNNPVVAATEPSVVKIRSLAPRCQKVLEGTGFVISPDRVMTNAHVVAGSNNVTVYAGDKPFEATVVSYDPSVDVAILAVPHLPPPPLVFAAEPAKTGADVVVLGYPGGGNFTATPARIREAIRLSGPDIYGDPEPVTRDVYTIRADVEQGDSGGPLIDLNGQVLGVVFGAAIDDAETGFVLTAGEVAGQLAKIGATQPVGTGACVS
# The depositor's hits bear a star; u = inconclusive; x = no result given. Rule as the data show it, unless noted: active = inhibition above about 30%; inactive = the rest.
SMILES,MazEF act,BoNT-F LC inh,GDH-TPI inh,CCHFV vOTU inh,FadD28 FP inh,FBA Mtb inh,BioA inh,Mtb UGM inh,VHR inh abs,Rv3671c protease
Cc1ccc(NC(=O)COC(=O)c2ccc(-n3cccn3)cc2)cc1C,-6,4,0,-1,-3.3,0,-4.2,x,x,-4
COC1C(OC(=O)/C=C/C=C/C=C/C=C/C(=O)O)CCC2(CO2)C1C1(C)OC1CC=C(C)C (stereo not drawn) (tested in a mixture with another compound),2,-7,64*,30*,0.1,-1,x,x,x,x
CCNc1ncnc2[nH]ncc12,2,-2,9,-14,x,6,-0.7,x,x,x
COc1ccccc1CN=c1c([N+](=O)[O-])nn(-c2ccc3c(c2)OCCO3)n1O,11,-8,9,14,1.3,-3,x,-0.6,-4,-2
Cc1ccc(/C=C/C(=O)NC2=NCCS2)cc1,3,-4,6,20,-6.0,1,-2.1,1.9,1,11
Nc1ccc2sc(N)nc2c1,4,2,-5,0,0.2,0,0.2,-1.6,x,-1
COC(=O)CSc1nnc(-c2cccs2)n1-c1ccc(Cl)cc1,8,7,9,-6,-2.0,-1,21,2.5,10,-6
CCc1c(Cl)nc(N)nc1Nc1ccccc1Cl,-5,-2,2,12,0.4,0,0.1,x,x,x
COc1ccc(CNC(=O)Nc2cccc3ccccc23)cc1,7,-41,10,15,-1.1,12,0.3,-1.1,22,-5
COc1ccc(-c2nn(-c3ccccc3)cc2/C=C/C(=O)N(C)CC(=O)Nc2cccc(F)c2)cc1OC,-22,-10,8,-29,-4.7,8,-1.1,x,x,x
COc1ccc(NC(=O)CN2CCN(CC(=O)Nc3ccccc3OC)CC2)c(OC)c1,2,-20,-4,-10,x,1,2.1,x,2,x
O=C(Cc1noc2ccccc12)Nc1ccc2ccccc2c1,3,-1,-4,1,-1.5,-3,x,1.4,0,-13
CN(C)CC(O)CN1C(=O)N(CN2C(=O)N(CC(O)CN(C)C)C(=O)C2(C)C)C(C)(C)C1=O (stereo not drawn),9,7,7,-2,0.0,2,x,0.2,14,1
COc1cc(SC)ccc1C(=O)OCC(=O)NC1CCCC1,5,-3,-4,16,-0.8,1,0.6,4.3,24,7
C[C@]12CC[C@H]3[C@@H](CC[C@]4(O)C[C@@H](O)CC[C@]34C=O)[C@@]1(O)CC[C@@H]2C1=CC(=O)OC1,4,9,2,17,0.6,2,-0.9,-0.8,x,3
COC(=O)c1c(-c2cccnc2)csc1NC(=O)c1cc(C)on1,-24,-16,12,-8,-0.2,1,-3.6,-1.8,12,-3
Cc1cc(NC(=O)CSc2ccc(-c3nc4cc(C)c(C)cc4[nH]3)cn2)no1,-47,2,27,x,-2.2,17,x,0.7,-21,-37
CCc1ccccc1NC(=O)C1CC(c2ccc(OC)cc2)=NO1 (stereo not drawn),9,8,8,0,1.5,1,-3.1,-0.7,49,-7
CCOc1ccc(CN(C)CC(=O)Nc2ccc([N+](=O)[O-])cc2Cl)cc1,-3,-1,-1,-8,-1.2,1,x,-1.9,3,2
CCc1nnc(NC(=O)CN2CCN(C(=O)c3ccccc3)CC2)s1,5,-6,2,-7,-2.6,-1,x,-1.6,1,0
CC(=O)NC(C)c1cc(Cl)c2ccccc2c1O (stereo not drawn),0,-1,11,-9,0.6,8,-0.4,2.2,x,-7
Cn1cc(Cl)c(C(=O)OCC(=O)c2ccccc2)n1,10,-24,1,7,-3.8,2,-0.8,1.8,0,-4
O=C(CNCc1cccnc1)Nc1cc(C(F)(F)F)ccc1N1CCOCC1,10,-19,13,-4,-0.8,2,-9.5,2.2,31,1
Cc1ccc2cccc(NS(=O)(=O)c3ccccc3)c2n1,5,x,x,5,x,x,x,-1.2,1,-1
CCOC(=O)C1CCN(Cc2cnc(NC(=O)OC)s2)CC1,-4,u,12,-5,-1.6,-2,-0.1,0.0,13,4

# Retrieved by structure from the list above:
SMILES,MazEF act,BoNT-F LC inh,GDH-TPI inh,CCHFV vOTU inh,FadD28 FP inh,FBA Mtb inh,BioA inh,Mtb UGM inh,VHR inh abs,Rv3671c protease
COc1ccc(-c2nn(-c3ccccc3)cc2/C=C/C(=O)N(C)CC(=O)Nc2cccc(F)c2)cc1OC,-22,-10,8,-29,-4.7,8,-1.1,x,x,x
CN(C)CC(O)CN1C(=O)N(CN2C(=O)N(CC(O)CN(C)C)C(=O)C2(C)C)C(C)(C)C1=O (stereo not drawn),9,7,7,-2,0.0,2,x,0.2,14,1
Cc1ccc(/C=C/C(=O)NC2=NCCS2)cc1,3,-4,6,20,-6.0,1,-2.1,1.9,1,11
CCNc1ncnc2[nH]ncc12,2,-2,9,-14,x,6,-0.7,x,x,x
COC(=O)c1c(-c2cccnc2)csc1NC(=O)c1cc(C)on1,-24,-16,12,-8,-0.2,1,-3.6,-1.8,12,-3
COC(=O)CSc1nnc(-c2cccs2)n1-c1ccc(Cl)cc1,8,7,9,-6,-2.0,-1,21,2.5,10,-6

# The list goes on.
SMILES,MazEF act,BoNT-F LC inh,GDH-TPI inh,CCHFV vOTU inh,FadD28 FP inh,FBA Mtb inh,BioA inh,Mtb UGM inh,VHR inh abs,Rv3671c protease
COc1cccc(NC(=O)c2ccc(NC(=O)C3CC(=O)OC34CCCCC4)cc2)c1 (stereo not drawn),5,0,9,-15,-4.1,-1,-1.8,1.0,35,-3
O=C(NC1CCCC1)C1CCCN(S(=O)(=O)c2cnc[nH]2)C1 (stereo not drawn),14,1,0,0,1.5,0,-1.3,-0.5,13,1
Cc1ccc(NC(=O)CCSc2nnc(C)o2)cc1,7,u,8,3,-0.8,0,-0.4,-0.9,7,-4
CSc1ncccc1C(=O)OCC(=O)c1ccc[nH]1,-3,-8,12,-2,-2.1,-2,-1.5,-0.4,x,-3
CCc1ccc(C(=O)NNC(=O)CCC2CCCCC2)cc1,12,1,-2,-2,1.7,0,-0.3,0.6,10,-1
O=C(CNC(=O)c1cccs1)NCC(=O)OCC(=O)c1ccccc1,3,-39,3,1,-0.3,-1,-2.4,-3.1,14,5
CCc1nnc(NC(=O)c2ccc(-c3ccccc3Cl)o2)s1,5,-6,13,0,0.1,-1,-1.9,3.4,20,-19
CC(C)NC(=O)Nc1ccc2c(c1)C(=O)N([C@H](C)CO)C[C@H](C)[C@@H](CN(C)C(=O)Nc1ccc3c(c1)OCO3)O2,6,2,-15,-3,-3.6,1,-0.1,0.3,x,1
CCOC(=O)N1CCN(S(=O)(=O)c2cc(Cl)ccc2Cl)CC1,10,-15,6,-1,-1.0,-1,-1.7,0.3,9,-1
CCn1c(SCC(=O)Nc2sc(C)c(C)c2C#N)nnc1C1CC1,2,7,6,-11,-0.4,3,9.6,2.5,0,0
COc1ccc(CNS(=O)(=O)c2ccc(-c3cc(C)no3)cc2)cc1,-7,-2,2,12,-0.8,4,-7.2,2.1,60*,-6
O=C(c1ccco1)N1CCCSC1=Nc1ccccc1,3,-3,16,-5,-0.3,-3,0.4,-0.5,-3,-3
COc1ccc(Br)cc1/C=N/Nc1ccc(S(=O)(=O)Nc2ccccc2C(=O)O)cc1[N+](=O)[O-],-25,-6,15,12,-1.2,-5,-1.5,x,x,x
Cn1c(-c2ccc3ccccc3n2)nc2cnccc21,-2,u,15,9,0.4,7,-0.6,-0.4,14,-3
O=C(Cn1ncc2c([nH]c3ccccc32)c1=O)N1CCN(c2ccccc2F)CC1,4,2,-1,6,-0.5,-4,-0.7,1.5,-12,-1
COc1cccc(NC(=O)Nc2cc(C)ccc2OC)c1,-10,-2,9,11,-2.1,2,x,0.4,3,1
O=C(CCn1c(=O)c2cccn2c2cccnc21)NCCCN1CCN(c2ccc(F)cc2)CC1,12,-9,16,-3,-3.5,0,1.9,x,x,x
COc1ccc(-c2ccncc2)cc1OC,4,11,-8,-8,-4.1,1,-0.3,-0.6,x,-6
COC(=O)C(C(=O)OC)C(C)C(C(=O)OC)C(=O)OC,2,2,-2,4,-0.7,2,0.4,-0.7,21,-4
CCOC(=O)N1CCN(C(=O)C(=O)Nc2ccc3nc4n(c(=O)c3c2)CCCCC4)CC1,-4,-2,0,-4,-1.0,2,3.8,0.2,8,10
CC(=O)c1ccc(S(=O)(=O)NC2CCCCCCC2)cc1,-1,0,-4,5,0.6,0,6.3,-3.5,2,-3
CC(C)CC(NC(N)=O)C(=O)OCC(=O)NC(=O)NC1CCCC1 (stereo not drawn),2,2,0,-4,-2.4,0,-2.0,-0.4,10,-4
Cn1nc(SCc2ccccc2)c(=O)n(C(c2ccccc2)c2ccccc2)c1=O,-5,-15,15,-3,-0.6,6,x,x,x,x
CCN(Cc1ccccc1)C(=O)CCS(=O)(=O)c1cc2c(cc1Cl)NC(=O)CO2,3,-2,1,3,0.1,0,3.1,3.9,-6,4
COC(=O)c1nn(-c2ccccc2)ccc1=O,8,-4,13,1,-2.8,-1,x,0.1,12,0

# Continuation.
SMILES,MazEF act,BoNT-F LC inh,GDH-TPI inh,CCHFV vOTU inh,FadD28 FP inh,FBA Mtb inh,BioA inh,Mtb UGM inh,VHR inh abs,Rv3671c protease
O=C(OCc1ccccc1)c1cccc(-c2nnc(-c3ccccc3)o2)c1,-10,-3,2,-11,-4.5,-2,-1.0,-2.7,26,0
Cn1c(O)c(C=NC2C(=O)C3(C)CCC2C3(C)C)c(=O)n(C)c1=O (stereo not drawn),5,13,6,4,0.8,3,-0.2,-0.4,-5,-2
CCOc1cc(C(=O)NCc2ccc(-c3nc4ccccc4o3)cc2)cc(OCC)c1OCC,-11,-4,3,-9,1.6,1,-1.1,0.0,6,-3
O=C(Nc1ccc(F)cc1)Nc1nnc([C@H]2C[C@H](O)[C@@H](CO)O2)s1,x,-7,3,-1,-1.3,4,1.9,x,x,x
O=C(NC(=S)N1CCCCC1c1cccnc1)c1ccc(Br)cc1 (stereo not drawn),4,-2,6,-3,-1.1,1,-0.5,-3.2,32,-3
CCSc1nnc(NC(=O)c2cc(OC)c(OC)c(OC)c2)s1,-1,-1,12,12,-3.5,1,x,-0.5,13,-2
O=C(CSc1ncn[nH]1)Nc1ccc2c(c1)OCCO2,-5,-2,-11,2,-1.5,0,-0.5,-1.5,22,-10
O=C(Cn1c(-c2cncs2)nc2ccccc21)NCc1ccccc1,-3,-4,9,8,-1.1,5,-3.5,-0.2,28,5
CC(C)=CCN1CCN(Cc2ccc(N3CCNC3=O)cc2)CC1CCO (stereo not drawn),1,4,-8,-8,-0.9,6,0.3,0.2,17,10
O=C(Nc1ncc2c(n1)CC(c1ccco1)CC2=O)c1ccc(Cl)cc1 (stereo not drawn),-7,6,1,12,-1.3,-1,30,1.2,-4,5
CC(Oc1ccccc1)C(=O)OCC(=O)Nc1ccc2c(c1)OCO2 (stereo not drawn),5,-3,-6,2,-5.0,-3,x,3.2,x,6
CN(C)S(=O)(=O)c1cc(NC(=O)CN2CCN(c3ccccc3O)CC2)ccc1Cl,-1,-5,-3,15,-0.7,-1,x,0.9,21,11
O=C(CSc1nnc(-c2ccc(O)cc2)n1Cc1ccco1)c1ccccc1,-2,-5,-10,-3,-1.6,0,1.6,0.3,0,2
CC(=O)Nc1ccc(Sc2ccccc2C(=O)O)c(C(=O)O)c1,3,12,-4,6,-0.3,3,x,0.3,-3,-9
Cc1cc(C(=O)NCC(=O)OCC(=O)N2CCCCCC2)ccc1[N+](=O)[O-],2,10,0,-15,-3.4,-2,x,0.6,18,2
CSc1ncccc1C(=O)N1CCC1(C)C(=O)NC(C)C (stereo not drawn),x,10,10,-6,-2.8,-6,-1.6,x,x,x
